# Screening results deposited in PubChem BioAssay by The Scripps Research Institute Molecular Screening Center.
# OX1R antag-1 – blocks the human orexin 1 receptor; inhibition, % at 6.6 µM; AID 485270; OX1R-expressing cells, FRET antagonist read-out; hit rate 1.8% among 330,000; in the data active means inhibition mostly above about 38%, no sharp cut-off; inactive means mostly below about 40%;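 further: 0% = agonist challenge alone and 100% = reference antagonist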
# Target sequence (O43613 whole entry, looked up): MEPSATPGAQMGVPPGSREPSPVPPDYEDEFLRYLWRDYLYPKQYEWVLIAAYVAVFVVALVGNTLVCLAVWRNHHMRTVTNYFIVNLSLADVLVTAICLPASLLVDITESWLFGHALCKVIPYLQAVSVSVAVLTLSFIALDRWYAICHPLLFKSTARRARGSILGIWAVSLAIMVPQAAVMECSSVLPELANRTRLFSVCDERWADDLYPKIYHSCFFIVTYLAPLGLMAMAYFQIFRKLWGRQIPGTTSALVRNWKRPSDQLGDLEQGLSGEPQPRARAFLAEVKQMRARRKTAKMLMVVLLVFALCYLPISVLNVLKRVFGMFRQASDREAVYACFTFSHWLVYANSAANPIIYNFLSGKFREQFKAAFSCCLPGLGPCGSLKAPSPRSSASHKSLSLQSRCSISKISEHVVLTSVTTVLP
# OX1R antag-2 – blocks the human orexin 1 receptor; CHO/OX1R cells, Fluo-8 calcium fluorescence, orexin A; inhibition, % at 5 µM; hit rate 0.43% among 330,000; AID 434989;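 active means inhibition above its plate's threshold, mean inhibition of all tested compounds on the plate plus 3 SD, cut at about 37% in these data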;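 further: 0% = orexin A challenge wells and 100% = SB-334867-A antagonist wells; not every result past the cut was called active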
# Starred values were filed as active, the others as inactive.
SMILES,OX1R antag-1,OX1R antag-2
Cc1ccc(-n2c(O)c(/C=N/NC(=O)c3ccncc3)c(=O)[nH]c2=O)cc1,14,16
COC(=O)C1=C(c2c(C)noc2C)C[C@@H]2CC[C@H]1N2C(=O)NC1CC1,5,-13
COC(=O)C1=C(c2ccc(-c3ccccc3)c(F)c2)C[C@@H]2CC[C@H]1N2C(=O)NC(C)C,1,4
COC(=O)C1=C(c2ccc(F)cc2F)C[C@@H]2CC[C@H]1N2C(=O)NCc1ccco1,-1,-28
CCOC(=O)N1CCC(NC(=O)CCc2nc(C3=CCN(C)CC3)no2)CC1,24,-8
CCCCCCn1c(N)c(C(=O)NCCN2CCOCC2)c2nc3ccccc3nc21,20,20
COc1cc(CN2CCN(C(=O)COc3ccccc3)CC2)cc(OC)c1OC,27,-16
COc1ccc(C2C(C(=O)N3CCC4(CC3)OCCO4)CC(=O)N2c2ccc(OC)cc2)cc1 (stereo not given),17,-23
O=C1NC(=O)N(c2cccc(F)c2)C(=O)/C1=C/c1ccc(N2CCOCC2)cc1,5,-1
Cc1cc2ccccn2c1C(C[N+](=O)[O-])c1c(F)cccc1Cl (stereo not given),8,-19
O=Cc1cn(CCCOc2ccccc2)c2ccccc12,19,-8
CN(C)C(=O)Oc1ccc(-c2cn3cc(C(F)(F)F)ccc3n2)cc1,13,-11
COC(=O)C1=C(c2ccc3ccccc3c2)C[C@@H]2CC[C@H]1N2C(=O)NCc1ccc(C(F)(F)F)cc1,4,-12
CC(Cc1ccccc1)NC(=O)c1ccc(N)cc1 (stereo not given),11,-12
OC(CNCCc1c[nH]c2ccccc12)c1ccccc1 (stereo not given),10,-26
COC(=O)C1=C(c2ccc3ccccc3c2)C[C@@H]2CC[C@H]1N2C(=O)N1CCOCC1,8,-23
CCN(CC)c1nc2c(C)cccn2c(=O)c1C=C1C(=O)NC(=O)NC1=O,19,15
COCCNC(=O)N1[C@H]2CC[C@@H]1C(C(=O)OC)=C(c1ccc(OC)c(OC)c1)C2,0,1
CCOC(=O)C1CCN(/C=C2/C(=O)NC(=O)N(c3ccc(OCC)cc3)C2=O)CC1,1,-11
CN(C)C(Cc1ccc(Cl)cc1)C(=O)c1ccccc1 (stereo not given),6,-6

# 3 compounds picked at random from those above:
SMILES,OX1R antag-1,OX1R antag-2
O=C1NC(=O)N(c2cccc(F)c2)C(=O)/C1=C/c1ccc(N2CCOCC2)cc1,5,-1
CN(C)C(Cc1ccc(Cl)cc1)C(=O)c1ccccc1 (stereo not given),6,-6
CC(Cc1ccccc1)NC(=O)c1ccc(N)cc1 (stereo not given),11,-12

# Remaining list, next part:
SMILES,OX1R antag-1,OX1R antag-2
COc1ccc(CNC(=O)CCC(=O)N2C[C@H]3C[C@H](C2)c2cccc(=O)n2C3)cc1,15,-15
c1ccc(C2CN3CCC2CC3)cc1 (stereo not given),0,-6
CN1C(=O)c2ccccc2Sc2ccc(C(=O)N3CCC4(CC3)OCCO4)cc21,-1,3
CC1(C)CC(=O)C(C=NCCN2CCN(C(=O)Cc3ccc(F)cc3)CC2)=C(O)C1,22,-6
c1ccc2c3c(ccc2c1)OCC1CONC31 (stereo not given),7,-10
O=C(Nc1ccccc1)c1c(O)[nH]c(=S)[nH]c1=O,20,-27
CP(=O)(O)CCCN,17,-2
CCN1C[C@]2(COC)CC[C@H](O)[C@]34C1[C@](O)([C@@H](OC)[C@H]23)[C@@]1(O)C[C@H](OC)[C@H]2C[C@@H]4[C@@H]1[C@H]2OC,10,-10
Oc1ccccc1CN(CCc1ccccc1)Cc1ccccc1,30,-53
C=CCn1c(O)c(C(C)=Nc2cccc(C(F)(F)F)c2)c(=O)[nH]c1=O,10,-16
COC(=O)C1=C(c2ccc(C(C)=O)cc2)C[C@@H]2CC[C@H]1N2C(=O)NC(C)C,9,-19
Cc1ccc(C2(O)CN3CCC2CC3)cc1 (stereo not given),0,4
O=c1[nH]c(O)c(C=Nc2ccc(F)c(Cl)c2)c(=O)[nH]1,10,-10
CN1C(CC(O)c2ccccc2)CCCC1CC(O)c1ccccc1 (stereo not given),10,-24
C=CCN1CC[C@]23c4c5ccc(O)c4OC2C(O)CC[C@@]3(O)[C@H]1C5 (stereo not given in full),11,-6
CCN1CCN(c2ccc(N)c(C)c2)CC1,23,-13
Cc1ccc(-n2c(O)c(C=Nc3ccc(S(N)(=O)=O)cc3)c(=O)[nH]c2=O)cc1,25,-22
CC(C)CNC(=O)c1c(N)n(Cc2ccco2)c2nc3ccccc3nc12,18,-10
CC(C)(C)C(=O)c1cn(CC(=O)NCc2ccco2)c2ccccc12,21,-16
CN1CC(C(=O)c2ccc([N+](=O)[O-])cc2)C(c2ccc(Cl)cc2)C1 (stereo not given),21,-26
Cc1c(C(=O)N2CCC3(CC2)OCCO3)sc2ncnc(N(C)c3ccccc3)c12,21,-34
C[C@]12CCC3C(CCC4=C/C(=N/OCC(=O)NC(CCC(=O)O)C(=O)O)CC[C@@]43C)C1CCC2O (stereo not given in full),7,-31
COc1ccc(CCNCc2sccc2C)cc1OC,29,-35
CCN(C(=O)CN1CC=C(c2ccccc2)CC1)c1c(N)n(Cc2ccccc2)c(=O)[nH]c1=O,11,-14
CN1C(=O)C(Cc2ccc(OCc3ccccc3)cc2)C(=O)N(C)C1=O,-3,-17
CN1CCc2nc3sc(C#N)c(N)c3c(-c3cccs3)c2C1,29,-18
Cc1ccc2c(c1)N(C(=O)CCC(=O)N1CCC3(CC1)OCCO3)CC(C)O2 (stereo not given),4,-19
CC(=O)Nc1ccccc1C(=O)OCc1ccccc1F,5,-21
c1cnc(N2CCNCC2)nc1,17,-8
Nc1c2c(nc3sc4c(c13)CCCCC4)CCCC2,45,3
CN1C(=O)C(=Cc2ccc(N3CCOCC3)o2)C(=O)N(C)C1=O,123*,-8
CC(C)(C)OC(=O)c1c(N)n(Cc2ccco2)c2nc3ccccc3nc12,19,-12
COc1ccc(CC2C(=O)NC(=O)NC2=O)c(OC)c1,10,-21
Cc1ccc(/C=C2/C(=O)NC(=O)N(CC3CCCO3)C2=O)s1 (stereo not given),4,-2
CN1CCCC(C(=O)c2ccccc2)C1 (stereo not given),0,-1
COc1ccc(CN2CCN(Cc3ccccc3)CC2)c(OC)c1,-5,-11
COc1ccccc1CNCCc1ccc(F)cc1,4,-21
C=CCn1c(O)c(C(C)=NCCC2=CCCCC2)c(=O)[nH]c1=O,5,-21
COc1ccccc1N1CCN(Cc2ccccc2F)CC1,11,-6
COC(=O)c1ccc(CN2CCSC2=N)cc1,4,0
Cc1nc2ccccc2c(=O)n1-c1ccc(Cl)c(Cl)c1,17,-27
Cc1cccc(CCNCc2cc3ccc(C)cc3[nH]c2=O)c1,51,-23
CCOC(=O)c1ccc2c(c1)n(Cc1ccccc1)c(C)[n+]2CC,12,-4
O=c1[nH]c(O)c(/C=C2\C=Nc3ccc(OCc4ccccc4)cc32)c(=O)[nH]1,0,-4
CC(C)(C)NC(=O)C1CC2CCCCC2CN1 (stereo not given),0,0
C=CCN(CC=C)Cc1c[nH]c2ccccc12,5,5
CCC(=NCCO)c1c(O)n(-c2ccccc2)c(=O)[nH]c1=O,-1,-8
CC(C)[C@]12CC(=O)[C@H](C)[C@H]1C2,-1,-7
CN1CCc2c(C#N)c(Cl)nc(Cl)c2C1,18,-3
c1ccc2c(c1)CC1CNCc3cccc(c31)S2 (stereo not given),6,-13
CCOc1cc2c(cc1OCC)-n1cccc1C(c1cc(C)c(OC)cc1C)NC2 (stereo not given),-3,-27
COC(=O)C1=C(c2cc3ccccc3s2)C[C@@H]2CC[C@H]1N2C(=O)N1CCCCC1,18,-13
Cc1ccc(Sc2ccc(C=C3C(=O)N(C)C(=O)N(C)C3=O)o2)cc1,3,0
CCOP(=O)(Cc1cc(C(=O)CC)c(C)o1)OCC,9,-25
Cc1ccc(N2Cc3ccccc3C2=N)cc1[N+](=O)[O-],16,-17
CCCc1nc2ccccc2c(=O)n1-c1cccc(OC)c1,14,-19
CCN(C(=O)COC(=O)Cc1ccccc1)c1c(N)n(Cc2ccccc2)c(=O)[nH]c1=O,0,-14
CCC(C(=O)N1CCC2(CC1)OCCO2)c1ccccc1 (stereo not given),11,-7
C[C@H](NC(=O)CCC(=O)N1C[C@H]2C[C@H](C1)c1cccc(=O)n1C2)c1ccccc1,11,-13
COc1ccc(OC)c2c1CCC1NCCOC21 (stereo not given),13,-19
# (more compounds)
SMILES,OX1R antag-1,OX1R antag-2
O=C1NC(=O)N(c2ccc3c(c2)OCO3)C(=O)/C1=C\c1ccc(-c2ccccc2C(=O)O)o1,32,-14
CN1C(=O)C(=Cc2ccc(Sc3ccccc3)o2)C(=O)N(C)C1=O,2,-10
O=C1CN=C(c2ccccc2)c2cc(Br)ccc2N1Cc1cc(=O)n2ccccc2n1,17,-14
COC(=O)C1=C(c2ccccc2)C[C@@H]2CC[C@H]1N2C(=O)NCCS(C)=O (stereo not given in full),21,1
CCOC(=O)c1c(NS(=O)(=O)c2ccccc2)n(CCCOC)c2nc3ccccc3nc12,20,-20
COC(=O)C1=C(c2cccc(C#N)c2)C[C@@H]2CC[C@H]1N2C(=O)NC1CC1,2,4
Cc1ccccc1CN1CCN(Cc2ccccc2)CC1,7,-2
COc1ccccc1-n1c(O)c(C=Nc2c(C)n(C)n(-c3ccccc3)c2=O)c(=O)[nH]c1=O,23,-14
O=c1c2ccccc2nc(CSc2ncnc3nc[nH]c23)n1-c1ccc(Cl)c(Cl)c1,11,-22
CCN(CCCl)Cc1ccccc1Br,8,-10
O=[N+]([O-])c1cc(O)c(O)c([N+](=O)[O-])c1,16,-2
COc1ccc(-c2nc3ccccc3c(=O)n2-c2nccs2)cc1,8,-12
CCOC(=O)CSc1ccc(C(=O)N2CCC3(CC2)OCCO3)cc1[N+](=O)[O-],18,-7
CC(=NC1CCN(Cc2ccccc2)CC1)c1c(O)n(C)c(=O)n(C)c1=O,18,-1
CC[C@H](C)/C=C(C)/C=C/C1=CC2=C(Cl)C(=O)[C@@](C)(OC(C)=O)C(=O)C2=CO1,6,-4
COC(=O)C1=C(c2ccc(F)cc2F)C[C@@H]2CC[C@H]1N2C(=O)NCCO,4,-19
C#CCN(C)C(C)Cc1ccccc1 (stereo not given),6,2
CC(C)CN1CCN(Cc2cccc3c2OCO3)CC1CCO (stereo not given),28,-4
CCS(=O)(=O)N1CCCC(C(=O)N2CCC3(CC2)OCCO3)C1 (stereo not given),7,-14
COC(=O)C1=C(N)Oc2c(c(=O)oc3ccccc23)[C@]12C(=O)N(C)c1ccccc12,49,4
Cc1ncc(CNC(=O)N(CCCl)N=O)c(N)n1,16,-1
CSc1ccccc1C(=O)C1CCCN(Cc2cccc(C)n2)C1 (stereo not given),13,-24
CN1CC=C(c2c[nH]c3ccccc23)CC1,8,-6
NCC(O)c1ccc(O)cc1 (stereo not given),12,-2
CC/C=C/CC(=O)N[C@@H](c1ccccc1)[C@@H](O)C(=O)O[C@H]1C[C@@]2(O)[C@@H](OC(=O)c3ccccc3)C3[C@](C)(C(=O)[C@H](OC(C)=O)C(=C1C)C2(C)C)[C@@H](O)C[C@H]1OC[C@@]31OC(C)=O (stereo not given in full),13,-45
c1ccc(C(OCCN2CCN(c3ncccn3)CC2)c2ccccc2)cc1,43,-26
O=C(Cc1ccccc1)Oc1ccc(N2C(=O)CCC2=O)cc1,12,9
COc1ccc(S(=O)(=O)NCc2ccc(C(=O)N3CCC4(CC3)OCCO4)cc2)cc1,11,-21
Cc1cc(OCC(=O)N2CCN(CC(=O)N3CCOCC3)CC2)c(C(C)C)cc1Cl,3,-35
CCCCNC(=O)c1c(N)n(Cc2ccc3c(c2)OCO3)c2nc3ccccc3nc12,7,-13
COc1cc2c(cc1OC)C(C(=O)NC(C)C)C1CCCCN1C2=O (stereo not given),14,-15
Cc1cccc(Cn2cc(C=O)c3ccccc32)c1,23,-19
CN1C(=O)N(C)C(=O)C2(Cc3ccccc3N3CCCC32)C1=O (stereo not given),5,-20
CN(C(=O)Oc1ccc(F)cc1)c1ccccc1,3,-6
CCCCNC(=O)Nc1ccc(C(O)(C(=O)OC)C(F)(F)F)cc1 (stereo not given),12,6
CC(c1ccc(F)cc1)n1cc(C(=O)NCc2ccc3c(c2)OCO3)nn1 (stereo not given),9,-5
Cc1ccc(O)c(CN2CCN(c3ccccc3)CC2)c1,25,-17
CCOP(=O)(OCC)C(NS(=O)(=O)c1ccccc1)C(Cl)(Cl)Cl (stereo not given),7,-6
Fc1cccc(F)c1CN1CCN(c2ccc(Cl)cc2)CC1,12,-14
C=CCN1C(=O)c2ccccc2Sc2ccc(C(=O)N3CCC4(CC3)OCCO4)cc21,17,-18
COC(=O)C1=C(c2ccc(F)cc2F)C[C@@H]2CC[C@H]1N2C(=O)NCCOc1ccc(OC)cc1,15,-1
COc1ccc2nc3oc(C(=O)N4CCC5(CC4)OCCO5)cc3cc2c1,35,-4

# Structures above that contain a Cl atom (13):
SMILES,OX1R antag-1,OX1R antag-2
Cc1cc2ccccn2c1C(C[N+](=O)[O-])c1c(F)cccc1Cl (stereo not given),8,-19
CN(C)C(Cc1ccc(Cl)cc1)C(=O)c1ccccc1 (stereo not given),6,-6
O=c1[nH]c(O)c(C=Nc2ccc(F)c(Cl)c2)c(=O)[nH]1,10,-10
CN1CC(C(=O)c2ccc([N+](=O)[O-])cc2)C(c2ccc(Cl)cc2)C1 (stereo not given),21,-26
Cc1nc2ccccc2c(=O)n1-c1ccc(Cl)c(Cl)c1,17,-27
CN1CCc2c(C#N)c(Cl)nc(Cl)c2C1,18,-3
O=c1c2ccccc2nc(CSc2ncnc3nc[nH]c23)n1-c1ccc(Cl)c(Cl)c1,11,-22
CCN(CCCl)Cc1ccccc1Br,8,-10
CC[C@H](C)/C=C(C)/C=C/C1=CC2=C(Cl)C(=O)[C@@](C)(OC(C)=O)C(=O)C2=CO1,6,-4
Cc1ncc(CNC(=O)N(CCCl)N=O)c(N)n1,16,-1
Cc1cc(OCC(=O)N2CCN(CC(=O)N3CCOCC3)CC2)c(C(C)C)cc1Cl,3,-35
CCOP(=O)(OCC)C(NS(=O)(=O)c1ccccc1)C(Cl)(Cl)Cl (stereo not given),7,-6
Fc1cccc(F)c1CN1CCN(c2ccc(Cl)cc2)CC1,12,-14

# Some of the compounds tested, so the mix of outcomes need not match the whole.
